From PubChem
RMI FANCM FP: blocks RMI1/RMI2 complex binding to FANCM MM2 peptide. Fluorescence polarization, RMI core complex with F-MM2 peptide; stronger effect = lower value. FP signal (polarization) at 33 µM. 70,000 compounds, 0.58% hits. AID 1159607; in the data active = FP signal below about 40; also: inactives centre near 61; strong numbers were not always called active; unit not given here
* = called active by the depositor; & = joins results of further samples.

RMI FANCM FP | canonical_smiles
51 | Cc1c(/C=C/C(=O)Oc2ccc(C#N)cc2)sc2ccccc12
52 | CCCOC(NC(=O)CC)(C(F)(F)F)C(F)(F)F
71 | Cc1cc(OCCCC(=O)Nc2cccc(Br)c2)ccc1Cl
47 | Nn1c(SCC(=O)Nc2ccc([N+](=O)[O-])cc2)nnc1-c1ccncc1
51 | O=C(Nc1cccs1)N1CCC(c2nnc(-c3ccc(F)cc3)o2)CC1
74 | NC(=O)CSc1nnc2scc(-c3ccc(Cl)cc3)n12
72 | O=C(O)c1cc(-c2ccccc2F)n[nH]1
66 | CN1CCCc2cc(C(CNC(=O)NC(C)(C)C)N3CCCC3)ccc21 (centres undefined)
65 | O=C(O)C1(O)C[C@@H](O)C(O)[C@H](O)C1 (some centres undefined)
56 | COc1ccc(NC(=O)C23CCC(C2)C(C)(C)C3=O)cc1 (centres undefined)

The closing 2 compounds of the section before come first, to join the parts:
RMI FANCM FP | canonical_smiles
65 | O=C(O)C1(O)C[C@@H](O)C(O)[C@H](O)C1 (some centres undefined)
56 | COc1ccc(NC(=O)C23CCC(C2)C(C)(C)C3=O)cc1 (centres undefined)
52 | Cc1cn(CCC(=O)NC2Cc3ccccc3C2)c2ccccc12
59 | C=CCc1cc(C=O)cc(OC)c1O
61 | Cc1nc2c(-c3ccccc3)cnn2c(C)c1CCC(=O)O
55 | CCN1/C(=C\C(=S)Nc2ccccc2)Sc2ccccc21
60 | CSc1nc(C)c(C(C)=O)c(-c2ccc(Cl)cc2)c1C#N
68 | C=CCN1C(=O)C(C)(C)COc2ccc(NC(=O)COCC)cc21
64 | COc1ccc(NS(=O)(=O)N2CCOCC2)cc1
59 | CSc1nn(-c2ccccc2)cc1-c1noc(-c2cccs2)n1
55 | CCn1nc(C)cc1/C(N)=N\OC(=O)c1ccc(C(F)(F)F)cc1
55&60 | CC(C)(S)C(N)C(=O)O (centres undefined)
63 | CCOc1cc(-c2ccc(C)cc2)nc2ccc(C(=O)NCCN3CCOCC3)cc12
32 | O=C1c2ccccc2C(=O)N1c1ccccc1S(=O)C(F)(F)F (centres undefined)
59&54 | CCCn1c(-c2cccs2)n[nH]c1=O
71 | COC(=O)c1ccc(NC(=O)CCc2csc(NC(=O)NC3CCCCC3)n2)cc1
55 | CCOC(=O)Nc1ccc(OC)cc1OC
67 | O=C(NCc1ccsc1)c1ccc(F)cc1
76 | COc1cccc(-c2csc(-n3nc(C)cc3NC(=O)c3c(F)cccc3F)n2)c1
61 | O=C(O)CSc1nnc(-c2cccc(S(=O)(=O)N3CCCC3)c2)o1
76 | COc1ccc(NC(=O)C(=O)NCC2CCN(C(C)C)CC2)cc1Cl
61 | COc1cc2[nH]c3c(=O)n(CCC(=O)N4CCC(C(N)=O)CC4)cnc3c2cc1OC
52 | COc1ccccc1NS(=O)(=O)c1ccc(Cl)s1
56 | O=C1NCCN1CCN1CCS(=O)(=O)CC1
50 | CN(C)c1ccc(C(=S)N2CCN(C(=S)c3cccc(Br)c3)CC2)cc1
67 | Cc1nc2sc(C)c(C)n2c(=O)c1NC(=O)CC(c1ccccc1)c1ccccc1
154 | Cc1ccc(-c2csc3nc(SCC(=O)c4ccc(F)cc4)n(-c4ccccc4)c(=O)c23)o1
57 | O=C(Nc1ccc2c(c1)OCO2)C1CCCN(c2ccc(-c3ccco3)nn2)C1 (centres undefined)
57 | COCCNC(=O)COc1cccc2c1CCNC2=O
63 | CCc1cc(=O)[nH]c(SCC(=O)OC)n1
54 | O=C(OCc1cc(-c2cccs2)on1)c1cc2ccccc2oc1=O
51 | COc1ccc(OC)c(S(=O)(=O)NCC(c2cccc3ccccc23)N2CCOCC2)c1 (centres undefined)
63 | N#CCSc1ccc(Cl)cc1
47 | O=C(Cn1c(C2CC2)nc2c(cnn2-c2ccccc2)c1=O)NCc1ccco1
54 | COc1ccc(Cl)cc1C(=O)Nc1cc2c3c(c1)CCN3C(=O)CC2
61 | COc1cc(-c2nnc(SCc3ccc([N+](=O)[O-])cc3)n2C)cc(OC)c1OC
63 | O=C(Nc1nccs1)C1CCCN1/C=C/C(=O)C(F)(F)F (centres undefined)
64 | COC(=O)C(Cc1ccc(Cl)cc1)Sc1nnc(N)s1 (centres undefined)
57 | CCOC(=O)C1CCCN(C(c2ccco2)c2sc3nc(CC)nn3c2O)C1 (centres undefined)
58 | CCCN1C(=O)C(C)(C)COc2ccc(NS(=O)(=O)c3cc(F)ccc3F)cc21
70 | COc1cc(OC)c(NC(=O)CS(=O)(=O)c2ccc(Cl)s2)cc1Cl
71 | CCOc1ccc(-c2nc(NC(=O)c3ccn(C)n3)sc2C)cc1
66 | CC(=O)c1ccc(NC(=O)Cn2c(=O)c3c(N4CCN(C(C)=O)CC4)ccnc3n(C)c2=O)cc1
55 | CCc1cc(=O)[nH]c(-n2nc(C)cc2NC(=O)c2cccs2)n1
55 | O=S(=O)(Nc1cc(Sc2ccccc2)c(O)c2ccccc12)c1cccs1
48 | CCCCN1CCN(C(=O)c2cn(CC3CCCO3)cc3c(=O)n(-c4ccccc4)nc2-3)CC1 (centres undefined)
57 | COC(=O)Nc1nc2ccc(C(=O)c3ccc(F)cc3)cc2[nH]1
69 | CCN(CC)S(=O)(=O)c1ccc(C(=O)Nc2cc(C)nn2C(C)C)cc1
62 | CC(CCc1ccccc1)NC(=O)CCc1csc(NC(=O)NC2CCCCC2)n1 (centres undefined)
64 | O=C(CCc1csc2nc(-c3ccccc3)cn12)N1CCN(c2ccccn2)CC1
55 | CCOC(=O)C1CCCc2sc(N)c(C#N)c21 (centres undefined)
54 | Cc1cn2c(=O)c(C(=O)NCc3ccco3)cnc2s1

The listing continues:
RMI FANCM FP | canonical_smiles
63 | Cc1nn(CCC(C)C)c(=O)c2c1cnn2C(C)(C)C
53 | S=C(NCCc1ccccn1)NN1C2CSC1CS2
54 | O=C(NCCS(=O)(=O)N1CCc2ccccc2C1)c1ccc(F)c(F)c1
54 | COc1cc(NC(=O)CC(CC(=O)O)c2ccccc2)c(C(=O)O)cc1OC (centres undefined)
63 | Cc1ccc(S(=O)(=O)N(C)c2ccc(OCC(=O)Nc3ccccc3Cl)cc2)cc1
65 | Cc1ccc(S(=O)(=O)NCCN2CCN(c3ccccc3F)CC2)s1
53 | CCOC(=O)c1ccccc1NC(=O)CSc1nnc(-c2cccnc2)o1
59 | O=C(CSc1ccccn1)Nc1ccccc1Sc1nccc(C(F)(F)F)n1
69 | CCn1nccc1C(=O)Nc1ccccc1S(C)(=O)=O
52 | Cc1ccc(Nc2nc(C(F)(F)F)cs2)cc1
54 | CCCC(=O)Nc1ncnc2c1ncn2[C@@H]1O[C@@H]2OP(=O)(O)OC[C@H]2[C@H]1OC(=O)CCC
58 | O=C(N1CCSCC1)C12CC3CC(CC(C3)C1)C2
59 | CCCCn1c(C)csc1=Nc1ccccc1
68 | Cc1ccc(-c2ccc(=O)n(CCCNC(=O)C(C)Oc3ccc4c(c3)OCO4)n2)cc1 (centres undefined)
56 | CCCc1c(-c2ccc(O)cc2)nn(-c2ccc(O)cc2)c1-c1ccc(O)cc1
69 | COc1ccccc1-n1ncc2c(=O)[nH]c(SC(C)c3ccccc3)nc21 (centres undefined)
61 | O=C(NCCOc1cc(N2CCCCC2)ncn1)Nc1ccccc1Cl
55 | O=C(Nc1cc2c3c(c1)CCN3C(=O)CC2)c1ccccc1Cl
66 | CCCc1cc(=O)n(CC(=O)N2CCN(c3ccc(F)c(Cl)c3)CC2)cn1
67 | O=C(c1ccccc1C(F)(F)F)N1CCN(c2ccc(-c3cccs3)nn2)CC1
118 | CCOc1ccc(-c2noc(CSc3nc4ccsc4c(=O)n3Cc3ccccc3)n2)cc1
69 | CC(=O)N1CCc2ccc(NC(=O)c3ccc(F)c(F)c3)cc21
72 | Cc1ccc(NC(=O)Nc2nccn(-c3ccc(Br)cc3)c2=O)cc1C
68 | COc1ccc(NC(=O)Cn2cnc3c([nH]c4cc(OC)c(OC)cc43)c2=O)cc1OC
58 | CC(C)(C)c1ccc(OCCCC(=O)Nc2ccc3c(c2)OCCO3)cc1
27* | Cc1cc(F)ccc1S(=O)(=O)ON1C(=O)c2ccccc2C1=O
61 | CSc1ccc(C(=O)Nc2nc3c(C)ccc(Cl)c3s2)cc1
61 | N/C(COc1ccccc1Cl)=N/O
51 | Cc1nnsc1C(=O)NCc1cc(F)cc2c1OCOC2
52 | CSc1nccc(-c2ccc(S(=O)(=O)n3nc(C)c(Br)c3C)s2)n1
56 | CCCCN1CCC(COC(=O)c2cc(Cl)c(N)c3c2OCCO3)CC1
49 | O=C(O)Cc1cc(I)c(Oc2ccc(O)c(I)c2)c(I)c1
-15 | CCOC(=O)c1ccc(N2C(=O)C3Sc4[nH]c(=O)sc4C(C(=O)OC)C3C2=O)cc1 (centres undefined)
64 | COc1cc(/C=C/C(=O)Nc2nncs2)cc(OC)c1OC
52 | O=C(CSc1ccc(Cl)cc1)Nc1nnc(-c2cccs2)o1
67 | CCc1ccc(NC(=O)c2oc3ccccc3c2N)cc1
63 | COc1ccc(-c2csc(SCc3ccc(C(=O)N4CCCC4)o3)n2)cc1OC
62 | O=C1CSC(c2cn(-c3ccccc3)nc2-c2ccccc2)N1CCO (centres undefined)
63 | CCOC(=O)c1cc(-c2ccc(Cl)s2)nn1C(C)=O
57 | Fc1ccc(Nc2nc(Nc3cccc(Cl)c3)nc(N3CCOCC3)n2)cc1Cl

Taken from the listing, 16 compounds:
RMI FANCM FP | canonical_smiles
52 | Cc1cn(CCC(=O)NC2Cc3ccccc3C2)c2ccccc12
59 | C=CCc1cc(C=O)cc(OC)c1O
61 | Cc1nc2c(-c3ccccc3)cnn2c(C)c1CCC(=O)O
55 | CCN1/C(=C\C(=S)Nc2ccccc2)Sc2ccccc21
60 | CSc1nc(C)c(C(C)=O)c(-c2ccc(Cl)cc2)c1C#N
68 | C=CCN1C(=O)C(C)(C)COc2ccc(NC(=O)COCC)cc21
64 | COc1ccc(NS(=O)(=O)N2CCOCC2)cc1
59 | CSc1nn(-c2ccccc2)cc1-c1noc(-c2cccs2)n1
55 | CCn1nc(C)cc1/C(N)=N\OC(=O)c1ccc(C(F)(F)F)cc1
55&60 | CC(C)(S)C(N)C(=O)O (centres undefined)
63 | CCOc1cc(-c2ccc(C)cc2)nc2ccc(C(=O)NCCN3CCOCC3)cc12
32 | O=C1c2ccccc2C(=O)N1c1ccccc1S(=O)C(F)(F)F (centres undefined)
59&54 | CCCn1c(-c2cccs2)n[nH]c1=O
71 | COC(=O)c1ccc(NC(=O)CCc2csc(NC(=O)NC3CCCCC3)n2)cc1
55 | CCOC(=O)Nc1ccc(OC)cc1OC
67 | O=C(NCc1ccsc1)c1ccc(F)cc1

Continuation.
RMI FANCM FP | canonical_smiles
64 | O=C(COc1ccccc1)NCCN1CCN(S(=O)(=O)c2ccccc2)CC1
63 | CCOC(=O)c1c(NC(=S)Nc2ccccc2)sc2c1CCC2
63 | NS(=O)(=O)c1ccc(CCNC(=O)CCCn2nc(-c3ccco3)ccc2=O)cc1
61 | COC(=O)CCc1c(C)nc2ncnn2c1C
53 | O=c1ccc(-c2cccs2)nn1Cc1ccc([N+](=O)[O-])cc1
52 | Cc1ccc(Sc2cc(N3CCOCC3)c(C)cc2[N+](=O)[O-])cc1
58 | CCOC(=O)c1ccccc1C(=O)c1ccc(N(C)C)cc1
50 | CSc1nc(N)c2c(n1)NC1=C(C(=O)CC(C)(C)C1)C2c1ccc(N(C)C)cc1 (centres undefined)
64 | O=C(c1ccccc1)N1CCc2ccc(NS(=O)(=O)Cc3ccccc3Cl)cc2C1
42 | Cc1cc(C)n(-c2ccc(N3CCSCC3)nn2)n1
69 | C=CCn1c(=S)[nH]c2sc(C)c(-c3ccc(F)cc3)c2c1=O
54 | O=C(CNc1cccc(Cl)c1)c1ccc(Cl)cc1
54 | COc1cc(CSc2nc(=O)n3ccccc3n2)cc(OC)c1
71 | COC(=O)c1c(NC(=O)c2cc(C)no2)sc2c1CCCC2
59 | O=C1c2cccc3cccc(c23)C(=O)N1CCN1CCN(CC(O)COCc2ccc(Cl)cc2)CC1 (centres undefined)
63 | CCOc1ccccc1NC(=O)c1cnc2n(c1=O)CCS2
54 | Cc1ccccc1N(O)C=C1C=C(Br)C=CC1=O
72 | O=C(Nc1ccc2c(c1)N(C(=O)C1CC1)CC2)c1ccc(Cl)cc1Cl
59 | Cc1cc(C)c(NC(=O)Cn2c3ccc([N+](=O)[O-])cc3c3cc([N+](=O)[O-])ccc32)c(C)c1
29* | CCN1C(=O)C2CC(C)=C(C)CC2C1=O (centres undefined)
52 | CCc1nnc(NC(=O)CSc2nc(=O)n(CCN(CC)CC)c3c2CCC3)s1
56 | O=C(O)/C=C1\CCCc2ccccc2C1O (centres undefined)
50&43 | O=C(O)c1cccnc1C(=O)O
81 | CCOC(=O)c1sc(NC(=O)c2ccc3c(c2)OCCO3)nc1-c1ccccc1
56 | Cc1ccc(-c2cc(NS(=O)(=O)c3c(C)n[nH]c3C)n(C3CCS(=O)(=O)C3)n2)cc1 (centres undefined)
69 | C=CCNC(=O)Cn1cnc2c([nH]c3ccc(C)cc32)c1=O
50 | COc1cccc(C2C(C(=O)/C=C/c3ccco3)=C(O)C(=O)N2Cc2cccnc2)c1 (centres undefined)
52 | O=C(O)/C=C/c1ccc(OC(F)(F)F)cc1
140 | COc1ccc(OC)c(NC(=O)Cn2ncn3nc(-c4ccc(F)cc4)cc3c2=O)c1
54 | O=C(O)Cc1csc(NC(=O)CSc2nc3ccccc3s2)n1
68 | CCN1C(=O)CCc2cc(NS(=O)(=O)c3ccc(C)c(Cl)c3)ccc21
111 | O=c1c2nnn(-c3ccccc3)c2ncn1Cc1nc(-c2cccc(Cl)c2)no1
76 | Cc1cc(Br)ccc1N/C=C(/C#N)c1nc(-c2ccc(Cl)cc2Cl)cs1
72 | O=C(Nc1ccc(F)c(Cl)c1)N1CCN(c2ccc(-c3ccco3)nn2)CC1
49 | O=C1c2ccccc2C(=O)N1O
56 | CCOC(=O)CCC(=O)Nc1c(C(=O)Nc2ccc(F)c(Cl)c2)oc2ccccc12

These rows are one share of the data, so the mix of outcomes need not match the whole.
